Assay outcomes: PubChem BioAssay, NCI
All columns: NCI-60 one-dose screen, growth in % after 48 h at 10 µM unless noted; 100 = growth as untreated, 0 = no growth, -100 = all killed.
RXF 393 – RXF 393 renal cancer cells | AID 1794773 | actives 6.9% (n = 77,000)
UO-31 – UO-31 renal cancer; actives 5.2% (n = 81,000); AID 1794768
SK-OV-3 – SK-OV-3 ovarian cancer cells | actives 3.2% (n = 80,000)
SN12C – SN12C renal cancer cells; actives 3.8% (n = 81,000)
ACHN – ACHN renal cancer; AID 1794771; actives 4.9% (n = 81,000)
TK-10 – TK-10 renal cancer cells; actives 3.9% (n = 81,000); AID 1794769
IGROV1 – IGROV1 ovarian cancer; actives 4.7% (n = 79,000)
786-0 – 786-0 renal cancer cells | actives 5.1% (n = 81,000) | AID 1794775
Active calls of the source: *; . = no result given; & = joins results of further samples. How the source made its calls: active means growth percent below 10; inactive means the rest.

SMILES	RXF 393	UO-31	SK-OV-3	SN12C	ACHN	TK-10	IGROV1	786-0
NC(=O)c1[nH]cnc1N	105&93	81&87	115&110	109&84	105&103	109&120	108	109&164
COC1(OC)C2(Cl)CCC1(Cl)C(Cl)=C2Cl	107	95	104	97	109	119	106	102
CCn1c(Sc2nnc(NC(=O)CN3CCCC3)s2)nc2c1c(=O)n(C)c(=O)n2C	110	87	.	104	106	108	108	105
CC(C)(C)c1cc(/C=C2\SC(=NCCCO)NC2=O)cc(C(C)(C)C)c1O	78	71	104	90	89	96	94	88
O=C(O)C1C(c2ccccc2)=C1c1ccccc1	102	85	110	92	98	98	100	96
CC(C)(C)c1ccc(OCCOC(=O)CBr)cc1	79	93	104	116	86	109	2.6*	103
O=c1ccc(=O)n(-c2ccccc2)[nH]1	111	98	111	91	108	109	.	109
O=C(/C=C/c1ccccc1)OCCc1ccccc1	98	94	107	98	100	101	100	104
O=C(CCl)Nc1ccc(NC(=O)c2ccccc2-c2ccccc2C(=O)O)cc1	111	78	97	94	108	117	105	104
COc1cc(-c2nc3ccccc3o2)cc(CN2CCN(c3ccccc3)CC2)c1O	107	44	116	66	74	117	87	90
COc1ccc(C(=O)c2sc3nc(-c4cc(OC)ccc4OC)cc(-c4ccc(Cl)cc4)c3c2N)cc1	86	92	86	73	88	89	81	79
c1ccc2cc(C3CC3)ccc2c1	116	100	107	102	105	93	107	97
CCCCCCCCCCCC[S+](C)CC(=O)[O-] (centres undefined)	0.6*	.	41	14	61	21	13	23
CC(C)(C)OC(=O)Nc1ccc(C=O)c2cccnc12	118	91	101	107	109	122	109	99
COc1ccc2c(c1)c(-c1nnc(N)nc1-c1cn(C)c3ccc(Br)cc13)cn2C	95	60	92	83	91	102	66	77
O=C(CCl)Nc1cc(O)c2c(c1)C(=O)c1cccc(O)c1C2=O	-67*	-87*	17	-43*	-91*	-87*	-56*	-71*
CC1=C2CC/C(C)=C/CC[C@]3(C)O[C@H]3CC/C(C)=C/[C@@H]2OC1=O	107	93	.	94	98	101	97	92
Cc1cc(C)cc(NC2=C(Cl)C(=O)c3nc(C)ccc3C2=O)c1	75	0.9*	107	8.3*	2.4*	128	-62*	79
COc1ccc(-c2nc(SCCC(C)C)nc(N3CCOCC3)c2C#N)cc1	87	79	72	99	94	96	99	89
CC(=O)O[C@H]1C[C@@]2(C)[C@@H](C[C@@H](O)[C@H]3[C@@]4(C)CC[C@@H](OC(C)=O)[C@@H](C)[C@@H]4CC[C@@]32C)/C1=C(\CCC=C(C)C)C(=O)O	102	71	101	98	77	113	98	102
Oc1ccccc1/C=C1/CCc2cc3ccccc3[o+]c21	106	90	97	93	99	131	90	103
O=C(c1ccccc1)C1C(=O)c2ccccc2C1=O	.	99	116	101	97	110	105	103
CC(=O)Nc1nc(-c2n[nH]c(=S)n2-c2ccccc2)cs1	103	70	114	103	103	107	97	98
CC/C(Cc1ccccc1)=C(\c1ccc(OCCN2CCCC2)cc1)c1ccc(OC(C)=O)cc1	65	72	107	83	90	89	78	82
COc1cc(C2CC(c3ccc(SC)cc3)=NN2C(C)=O)cc(OC)c1OC (centres undefined)	78	71	89	91	89	86	54	85

Later entries:
SMILES	RXF 393	UO-31	SK-OV-3	SN12C	ACHN	TK-10	IGROV1	786-0
C/C(=N/NC(=S)NC1CCCCC1)c1sc(Nc2cccc(Cl)c2)nc1C	96	99	.	96	90	123	100	89
O=P(O)(O)OCC1OC(n2cnc3c(NCc4ccco4)ncnc32)C(O)C1O (centres undefined)	4.8*	-6.5*	1.9*	12	4.1*	61	-36*	10
CC1(C)CN=C(c2ccccc2)NC1	106	84	104	99	93	99	114	101
Nc1nc(N[C@@H]2C[C@H](CO)[C@@H](O)[C@H]2O)nc(=O)[nH]1	121	100	107	109	110	98	105	109
Cn1cc(C2OC(=O)c3ccccc32)c2ccccc21 (centres undefined)	113	66	83	87	90	89	91	98
CCCCN1C(=O)C2CC=CCC2C1=O (centres undefined)	126	89	113	93	91	111	103	97
O=C1NC(=S)N[C@@H]1CC(=O)n1c(-c2ccccc2)nc2ccccc21	100	75	92	96	97	126	93	105
Cc1cc(C)c(-c2c(C)cc(C)cc2C)c(C)c1	116	76	105	99	104	105	97	93
CN(C)CCC(C#N)(CCN(C)C)c1ccccc1	94	79	112	102	98	94	103	103
O=C(/C=C/c1cn(-c2ccccc2)nc1-c1ccc(Br)cc1)NNC(=O)Nc1ccc(F)cc1	90	65	88	95	98	104	94	87
ON=C1CCCCCCC1	105	96	110	101	101	105	104	95
CCN1C2CCC1/C(=C\c1ccc(OC)cc1)C(=O)/C2=C/c1ccc(OC)cc1	72	60	72	77	82	89	76	89
COc1cccc(NC(=O)N/C(N)=N/c2nc(-c3cccc([N+](=O)[O-])c3)cs2)c1	63	77	80	84	82	112	77	97
O=C(O)C1=NN(c2ccc(S(=O)(=O)O)cc2)C(=O)C1	113	91	119	98	106	92	105	104
CC1=C(C(=O)OCc2ccccc2)C(c2cn[nH]c2-c2ccc(OCc3ccccc3)cc2)NC(=S)N1 (centres undefined)	74	58	103	85	83	86	88	75
COC(=O)CC/C(C)=N\Nc1ccc([N+](=O)[O-])cc1	101	36	63	82	36	63	74	75
NC(N)=N/N=C/c1cccc2ccccc12	91	61	94	92	88	93	82	88
Cc1cn(C2CC(O)C(O)C(CO)O2)c(=O)[nH]c1=O (centres undefined)	97	83	97	100	105	96	98	104
CCOC(=O)c1c(Nc2ccccc2)nn2c(-c3ccc(Br)cc3)ccnc12	-12*	65	59	68	34	91	71	54
CCCC(=O)NNC(=O)CCC	112	99	117	100	111	100	110	109
CCOC(=O)CC(=O)c1ccc(OC)cc1	105	78	102	89	106	103	119	95
O=C(O)CSC1=NC(c2cccc([N+](=O)[O-])c2)c2sc3ccc(Cl)cc3c2N1 (centres undefined)	110	63	92	98	96	115	84	107
CS(=O)(=O)c1nccc(-c2c(-c3ccc(O)cc3)nc3sccn23)n1	107	82	110	95	106	113	109	87
O=c1c2c(nc3cc(-c4ccccc4)[nH]n13)CCCC2	104	87	103	97	110	113	90	101
CCC(=N)C(c1ccccc1)(c1ccccc1)C(C)CN(C)C (centres undefined)	91	78	101	102	94	93	107	92

Looked up above:
SN12C, O=C(O)C1=NN(c2ccc(S(=O)(=O)O)cc2)C(=O)C1 reads 98
TK-10, C/C(=N/NC(=S)NC1CCCCC1)c1sc(Nc2cccc(Cl)c2)nc1C reads 123
UO-31, c1ccc2cc(C3CC3)ccc2c1 reads 100
786-0, O=c1c2c(nc3cc(-c4ccccc4)[nH]n13)CCCC2 reads 101
786-0, CC(=O)Nc1nc(-c2n[nH]c(=S)n2-c2ccccc2)cs1 reads 98
SN12C, CC/C(Cc1ccccc1)=C(\c1ccc(OCCN2CCCC2)cc1)c1ccc(OC(C)=O)cc1 reads 83
ACHN, O=c1ccc(=O)n(-c2ccccc2)[nH]1 reads 108

Continuation:
SMILES	RXF 393	UO-31	SK-OV-3	SN12C	ACHN	TK-10	IGROV1	786-0
S=C(N/N=C/c1ccc2ccc3cccc4ccc1c2c34)NC12CC3CC(CC(C3)C1)C2	94	90	111	106	112	107	111	110
CN1CCC=C(C(=O)N2c3ccccc3Sc3ccc(Cl)cc32)C1	65	55	94	79	85	90	.	77
Cc1ccc(C(=O)CN2C=NC3C(N4CCOCC4)=NC=NC32)cc1 (centres undefined)	102	84	.	99	110	111	107	106
C[C@@H]1C[C@@]2(C)C(=CC1=O)CC[C@@H]1[C@@H]2C(=O)C[C@@]2(C)[C@H]1CC[C@]2(O)C(=O)CO	109	85	108	94	100	105	107	102
N#Cc1c(C(C#N)C#N)nc2sc3cc(Cl)c(Cl)cc3n2c1=N	100	75	88	102	96	176	.	112
COC(=O)Cn1c(=O)c2cc(Cl)ccc2c2cnc3[nH]ccc3c21	52	70	81	91	77	107	83	90
NCCN1C(=O)CSC1=O	102	86	105	92	107	105	94	103
CC(C)CCC[C@@H](C)[C@H]1CC[C@H]2[C@@H]3CC[C@H]4C/C(=N/O)CC[C@]4(C)[C@H]3CC[C@]12C	102	94	104	103	110	105	111	102
CC(=O)N1CCCC2=C1CCCCCC2	112	81	106	93	94	93	62	101
COc1ccc(CN2[C@H](C)[C@H](O)[C@H](O)[C@H](C(C)C)N(Cc3ccccc3)S2(=O)=O)cc1	110	76	94	98	94	105	90	100
O=C1Nc2ccc(Cl)cc2/C1=N/N=C/c1cccnc1	101	68	.	90	90	118	75	106
COC(=O)C1CCC(=O)N1C(=O)CC(C)=O (centres undefined)	117	92	97	95	107	103	110	97
CC(=O)NCCCC[C@@H](NC(=O)OC(C)(C)C)C(=O)Nc1ccc(Cn2cc(F)c(=O)[nH]c2=O)cc1	103	93	104	104	105	109	101	99
O=C1/C(=C/c2ccc(Cl)cc2)N=C2SCN(c3ccc(F)cc3)CN12	113	97	104	96	88	.	104	98
Nc1ccc(-n2c(=O)oc3ccc(Cl)cc3c2=O)c(Cl)c1	-7.0*	0.2*	5.7*	-0.5*	5.3*	8.2*	12	-34*
CC(C)CCOC(=O)C[C@H](NP(=O)(OC[C@H]1O[C@@H](n2c(=O)cc(N)[nH]c2=O)[C@H](O)[C@@H]1O)Oc1ccccc1)C(=O)OCCC(C)C (some centres undefined)	97	79	101	107	101	99	97	103
CC(=O)N1N=C(c2cccc(OCCCCOc3cccc(C4=NN(C(C)=O)C(c5ccccc5)C4)c3)c2)CC1c1ccccc1 (centres undefined)	94	46	90	77	67	76	80	73
Clc1ccc(C2=Nn3c(N/N=C/c4c[nH]c5ccccc45)nnc3SC2)cc1	69	46	89	82	87	103	47	90
CN1CCN(Cc2ccc(NC(=O)c3cncc(C#Cc4cnc5ccc(N6CCOCC6)nn45)c3)cc2C(F)(F)F)CC1	-78*	-81*	-32*	-22*	-98*	-64*	-33*	-81*
CC(C)CCSc1nc(N)nc2nc[nH]c12	106	86	.	93	92	154	80	96
CSc1nc2c(c(=O)n1C)C1(C(=O)Nc3ccccc31)c1c(nc(SC)n(C)c1=O)N2	110	78	93	98	82	95	79	98
O=C1COCCN1c1ccc(NCc2cn(C(=O)c3ccc(Cl)cc3)c3ccccc23)cc1	8.9*	44	16	75	66	-26*	-2.2*	66
NS(=O)(=O)c1ccc(Nc2nc(O)c(/C=C3\C=Nc4ccccc43)s2)cc1	111	71	102	91	.	112	93	106
COc1ccc2nc(-c3ccc(-n4c(=O)c5cccnc5n(-c5ccccc5)c4=O)cc3)sc2c1	.	93	114	101	107	108	111	104
CCc1ccc(NC(=O)N[C@@H](Cc2cccc(F)c2)C(=O)N[C@@H]2C(=O)N3CCC[C@H]3C(=O)N3CCCC[C@H]3C(=O)N[C@@H](C)C(=O)N3C[C@H](C)C[C@H]3C(=O)O[C@H]2C)c(F)c1	-10*	26	25	21	27	50	36	37

New compounds follow.
SMILES	RXF 393	UO-31	SK-OV-3	SN12C	ACHN	TK-10	IGROV1	786-0
N#Cc1ccc(-c2nn(-c3ccc(C(=O)O)cc3)cc2CNc2ccc(Cl)cc2)cc1	.	62	123	82	75	108	91	87
CC1(C)CC[C@]23CC[C@]4(C)[C@H](CC[C@@H]5[C@@]6(C)CCCNC(C)(C)[C@@H]6CC[C@]54C)[C@H]2[C@H]1OC3	-65*	2.9*	76	18	-88*	0.4*	-59*	-96*
Clc1cccc(-c2nc(-c3cccs3)no2)c1	113	74	106	97	96	110	.	100
CCOC(=O)C(C)(C(=O)OCC)c1cccc2ccccc12	109	83	97	118	99	91	105	95
Cc1cn(C(C)C)c(=O)n(-c2ccccc2)c1=O	119&120	89&110	97&111	109&113	101&101	101&109	109&94	103&114
C=C(C)[C@@H]1CC=C2c3sc(Nc4cc(F)ccc4F)nc3C[C@@H](C)[C@]2(C)C1	114	89	99	98	109	123	111	101
NS(=O)(=O)c1ccc(NN=Nc2ccc(S(=O)(=O)O)cc2)cc1	109	94	108	104	112	102	112	112
CC(C)CN(CC(C)C)C(=O)c1ccc([N+](=O)[O-])cc1	111	73	105	96	102	101	95	100
CC(=O)C(=O)OC1CCCCC1	122	95	96	96	101	101	105	99
COc1ccc(NC(=O)Nc2cccc(-c3cc(=O)c4c(OC)c(OC)c(OC)cc4o3)c2)cc1	86	30	120	43	53	90	62	63
Cc1ccc(=O)n(-c2ccc(C3=NCCCN3)cc2)c1	95	83	88	99	110	74	104	103
O=C1CCCC(=O)O1	106	101	102	96	98	97	112	100
COc1cc2c(c(OC)c1OC)C(=O)CC(c1cccc(N)c1)O2 (centres undefined)	105	88	115	97	104	102	113	109
CN1/C(=C/C=N/NC(=O)c2ccc(=O)n(C)c2)C(C)(C)c2ccccc21	.	79	116	101	93	107	108	113
CCC(=O)c1ccc([N+](=O)[O-])o1	133	91	104	99	97	95	102	104
COc1ccc(NC(=O)Cn2c(/C=C/c3ccccc3)nc3ccccc3c2=O)cc1	30	84	105	54	96	119	98	29
C=CCOc1c(Cl)cccc1Cl	108	85	106	103	107	116	95	104
CCOC(=O)c1nnc(-c2ccccc2)nc1Cl	.	76	106	100	93	132	89	108

Record cards, as listed above. Screens in order: RXF 393 | UO-31 | SK-OV-3 | SN12C | ACHN | TK-10 | IGROV1 | 786-0
`C=CCOc1c(Cl)cccc1Cl` is entered as 108 | 85 | 106 | 103 | 107 | 116 | 95 | 104
`Cc1cn(C(C)C)c(=O)n(-c2ccccc2)c1=O` is entered as 119&120 | 89&110 | 97&111 | 109&113 | 101&101 | 101&109 | 109&94 | 103&114

Among those listed so far, these have a thiophene ring, fused or not.
SMILES	RXF 393	UO-31	SK-OV-3	SN12C	ACHN	TK-10	IGROV1	786-0
COc1ccc(C(=O)c2sc3nc(-c4cc(OC)ccc4OC)cc(-c4ccc(Cl)cc4)c3c2N)cc1	86	92	86	73	88	89	81	79
O=C(O)CSC1=NC(c2cccc([N+](=O)[O-])c2)c2sc3ccc(Cl)cc3c2N1 (centres undefined)	110	63	92	98	96	115	84	107
Clc1cccc(-c2nc(-c3cccs3)no2)c1	113	74	106	97	96	110	.	100
